Screening results (PubChem)
AID2073: inhibitors of Mint1-CaV2.2 protein interaction, biochemical, HTRF (AID 2073); Voltage-dependent N-type calcium channel subunit alpha-1B (Homo sapiens); HTRF protein-protein interaction, Mint1-CaV2.2; higher % means a stronger effect; 0.19% of 290,000 active; inhibition, % at 20 µM; hits with a dose series show IC50 in µM; in the data active means inhibition mostly above about 51%, no sharp cut-off; inconclusive means no clear call, values can overlap the other calls; inactive means mostly below about 53%; further: some results filed as inactive read as strong as hits
Yfh1-depleted yeast: enhancers of respiration in Yfh1-depleted yeast, dose response, Friedreich's ataxia, plus single-dose screen (AID 1465); 0.074% of 220,000 active; one-dose fold induction at 50 µM; EC50 in µM for titrated hits; S. cerevisiae Yfh1-off respiration, WST-1 reduction, 72 h; higher fold induction means a stronger effect;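 active means fold induction of absorbance versus untreated yeast above a set limit, then at least 30% activation at any dose in follow-up; inconclusive means repeats straddling the limit, or above it without dose testing; inactive means fold induction below the set limit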;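 further: activators that raise dye reduction in frataxin-depleted yeast; strong numbers were not always called active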
Large T inhibition: SV40 large T antigen inhibitors, biochemical (AID 1903); 0.39% of 310,000 active; one-dose inhibition, % at 20 µM; IC50 in µM for titrated hits; SV40 large T antigen ATPase/helicase inhibition assay; higher % means a stronger effect; in the data active means a potency from the dose series; inconclusive means inhibition mostly from about 32% at the one dose, without a potency; inactive means the rest, 99 in 100 with inhibition below about 32%; further: strong numbers were not always called active
GPR55 antagonists: GPR55 antagonists blocking LPI-driven arrestin recruitment, primary screen, imaging, U2OS, beta-arrestin-GFP, LPI agonist (AID 2013) | G-protein coupled receptor 55 (Homo sapiens) | U2OS GPR55 beta-arrestin-GFP translocation imaging, LPI antagonism; higher % means a stronger effect | inhibition, % at 10 µM; hits with a dose series show IC50 in µM | 0.13% of 290,000 active;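 active means spots per cell inhibited over 60%, with over 100 cells counted and total cytoplasm intensity under 500,000; inconclusive means wells with under 100 cells, flagged as likely toxic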;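 further: U2OS cells stably carrying GPR55 and arrestin-GFP stimulated by 5 µM LPI near EC80; imaged beta-arrestin-GFP aggregate spots per cell after agonist stimulation; plate controls were LPI-stimulated DMSO wells for no effect and DMSO wells without LPI for full effect; some results filed as inactive read as strong as hits; confirmed hits need IC50 under 10 µM and bright autofluorescent wells are also inconclusive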
NTR1 ag: agonists of NTR1, primary screen, imaging, U2OS cells, beta-arrestin-GFP, high content (AID 493036); 0.17% of 330,000 active; activation, % at 20 µM; NTR1-U2OS beta-arrestin-GFP spot imaging, agonist mode; Neurotensin receptor type 1 (Homo sapiens), P30989;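 active means activation at or above 40% of the spot to cytoplasm intensity ratio, with at least 20 cells analyzed; inconclusive means wells under 20 cells, flagged as cytotoxic or low count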;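 further: 0% = DMSO without peptide and 100% = 100 nM NTR1 peptide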
Target sequence (P30989 whole entry, looked up): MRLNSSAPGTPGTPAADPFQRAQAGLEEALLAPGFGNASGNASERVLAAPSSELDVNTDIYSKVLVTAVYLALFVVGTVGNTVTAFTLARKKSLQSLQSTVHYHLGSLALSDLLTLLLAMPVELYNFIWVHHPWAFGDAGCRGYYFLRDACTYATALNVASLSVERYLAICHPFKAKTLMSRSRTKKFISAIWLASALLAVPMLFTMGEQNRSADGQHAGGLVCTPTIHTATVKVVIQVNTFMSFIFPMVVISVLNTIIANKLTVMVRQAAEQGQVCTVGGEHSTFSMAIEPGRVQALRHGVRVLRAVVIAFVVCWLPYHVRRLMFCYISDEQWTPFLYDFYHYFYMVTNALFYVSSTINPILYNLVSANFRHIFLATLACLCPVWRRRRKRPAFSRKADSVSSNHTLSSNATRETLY
GPR35 antagonists: GPR35 antagonists blocking zaprinast-driven arrestin recruitment, primary screen, imaging, U2OS, beta-arrestin-GFP, zaprinast agonist (AID 2058); 0.052% of 290,000 active; U2OS GPR35 beta-arrestin-GFP translocation imaging, zaprinast antagonism; higher % means a stronger effect; G-protein coupled receptor 35 (Homo sapiens); inhibition, % at 10 µM; hits with a dose series show IC50 in µM;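 active means inhibition of at least 50% with at least 30 cells and total cytoplasm GFP at most 10,000,000; inconclusive means under 30 cells or total GFP of 10,000,000 plus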
Dengue-2 NS5 capping: Dengue-2 NS5 methyltransferase inhibitors, primary screen, biochemical, confirmation dose response (AID 588689); Dengue-2 NS5 methyltransferase capping enzyme assay, biochemical; higher % means a stronger effect; 0.3% of 340,000 active; one-dose inhibition, % at 25 µM; IC50 in µM for titrated hits; in the data active means a potency from the dose series; inconclusive means inhibition above about 29% without an active follow-up result
GPR55 activation: GPR55 agonists via beta-arrestin recruitment, primary screen, imaging, U2OS cells, beta-arrestin-GFP redistribution (AID 1961). 0.048% of 290,000 active. G-protein coupled receptor 55 (Homo sapiens). activation, % at 10 µM, or EC50 in µM where a hit was titrated. U2OS GPR55 beta-arrestin-GFP redistribution imaging; higher % means a stronger effect;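 active means activation above 40% with more than 50 cells counted in the well; inconclusive means wells holding fewer than 50 cells, flagged as toxic or sparse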;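 further: U2OS osteosarcoma cells stably expressing GPR55 and beta-arrestin-GFP; plate controls were DMSO negative control for no effect and LPI positive control for full effect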
MgcRacGAP inhibition: MgcRacGAP GTPase-activating activity inhibitors, confirmation, biochemical, ADP Hunter fluorescence | Rac GTPase-activating protein 1 (Homo sapiens) | MgcRacGAP-stimulated Rac1 GTP hydrolysis, ADP Hunter fluorescence; higher % means a stronger effect; GST-tagged Rac1 F28L mutant substrate | inhibition, % at 30 µM; hits with a dose series show IC50 in µM | 0.6% of 340,000 active | AID 624330, 2012;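 active means first-screen hits whose inhibition reached a set limit at any dose in the follow-up dose series; inconclusive means inhibition above the set first-screen limit but never retested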;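 further: fluorescence reports GDP produced by GAP-driven GTP hydrolysis; strong numbers were not always called active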
NTR1 ag cell count 20 µM: also measured in NTR1 ag; calls as there; cell count; measured here: cell count, cytotoxicity flag
Dengue-2 NS5 capping pilot replicate: second read-out of Dengue-2 NS5 capping, no call of its own (marks repeat the call); inhibition, %; measured here: pilot screen replicate inhibition
Starred values were filed as active, the others as inactive; i = inactive; ? = inconclusive; nt = not tested or not shown; & = joins results of further samples. Hits appear at their usual frequency. Share with any hit: about 1.7%.

SMILES	AID2073	Yfh1-depleted yeast	Large T inhibition	GPR55 antagonists	NTR1 ag	NTR1 ag cell count 20 µM	GPR35 antagonists	Dengue-2 NS5 capping	GPR55 activation	MgcRacGAP inhibition	others
COCCCn1c(=O)c2sccc2n(Cc2ccc(C)cc2)c1=O	0%	nt	-1%	-13%	0.2	59	-2%	-3%	-0.4%	7%
COc1ccc(Cn2c(O)c(C=Nc3ccc(O)cc3)c3ccccc3c2=O)cc1	19%	i	6%	10%	34	56	-13%	1%	-0.3%	7%
CC(=O)NC(CCS(C)(=O)=O)C(=O)Nc1nccs1 (stereo not drawn)	-3%	i	7%	-1%	-0.2	67	-2%	4%	-0.1%	4%
CCn1c(O)c(N=NC(=O)c2cccc(S(=O)(=O)N3CCCCC3)c2)c2ccccc21	4%	i	5%	4%	3.6	65	0%	-6%	0.0%	0%
Cc1ccc(NC(=O)C2SC(=Nc3ccccc3)C(C(=O)Nc3ccc(Cl)cc3)=C2N)cc1 (stereo not drawn)	19%	i	12%	-3%	nt	nt	-22%	-5%	-0.1%	5%
COc1cc2c(cc1NC(=O)c1cncc(Br)c1)oc1ccccc12	22%	i	7%	4%	13	97	6%	1%	-0.3%	5%
Cc1cccc(NC(=O)C2(C)CC3c4ccccc4C2c2ccccc23)c1 (stereo not drawn)	6%	i	4%	14%	-0.1	37	-9%	6%	0.2%	11%
CC(OCC(O)CN1CCCCC1CCO)c1ccc(Cl)cc1 (stereo not drawn)	10%	nt	8%	18%	-0.7	40	7%	-8%	1.0%	5%
COc1ccc(CC(=O)O/N=C(\N)Cc2cccc3ccccc23)cc1	?	i	-15%	4%	-0.5	88	-15%	-50%	-0.3%	6%
O=C(CSc1ccc2nnc(-c3ccccn3)n2n1)Nc1cccc(F)c1	16%	nt	9%	13%	-1.1	66	12%	-3%	0.0%	7%
CCOC(=O)C1CCCN(C(=S)Nc2cccc(Cl)c2C)C1 (stereo not drawn)	-12%	i	19%	4%	-1.2	38	-8%	2%	0.3%	8%
O=C(O)c1cccc(N/N=C/c2cccc3ccccc23)c1	15%	nt	7%	38%	0.6	60	16%	3%	0.3%	8%
COc1cc(CN2CCN(CCOCCO)CC2)cc(OC)c1OC	3%	i	2%	-6%	1.0	57	3%	-4%	0.2%	3%
O=C(NCCCn1ccnc1)c1ccc(NS(=O)(=O)c2ccc(Cl)c(Cl)c2)cc1	nt	nt	22%	nt	-0.9	60	nt	-7%	nt	1%
Cc1sc2nc(C(C)C)nc(SCC(=O)NC3CC3)c2c1C	6%	nt	5%	-9%	-0.3	48	6%	5%	0.2%	3%
CC(=O)c1ccc(NC(=O)CSc2nnc(-c3ccco3)o2)cc1	-1%	nt	11%	-5%	1.1	39	-13%	-9%	-0.2%	3%
NS(=O)(=O)c1ccc(CNC(=O)c2cc(-c3cccnc3)nc3ccccc23)cc1	-7%	nt	-24%	-5%	-0.5	44	-5%	-2%	-0.2%	8%
O=C1[C@@H]2C(Cc3ccc(O)cc3)NC3(C(=O)Nc4ccc(F)cc43)[C@@H]2C(=O)N1c1ccc(F)cc1 (stereo partly drawn)	40%	i	6%	-6%	-0.4	93	-12%	-3%	-0.1%	3%
COc1ccccc1N1CCN(CCCCN2C(=O)C3CCCCN3C2=O)CC1 (stereo not drawn)	-1%	nt	11%	7%	0.0	61	-15%	-3%	0.1%	0%
Cn1c(=O)c2c(ncn2CC(=O)N/N=C/C=C/c2ccccc2[N+](=O)[O-])n(C)c1=O	2%	i	7%	-4%	0.2	40	0%	nt	-0.2%	nt
COC(=O)C[C@H]1c2ccccc2S(=O)(=O)N1Cc1ccc(OC)cc1	nt	i	13%	nt	0.2	76	nt	-1%	nt	5%
COc1ccc(S(=O)(=O)N2CCC(C(=O)NCCN3CCOCC3)CC2)cc1	-1%	nt	-4%	-6%	0.1	72	20%	-6%	-0.1%	-5%
CSc1ccc(S(=O)(=O)NCc2ccccc2C)cc1	0%	i	25%	20%	3.4	29	11%	-1%	-0.1%	12%
Cc1ccccc1N1CC(C(=O)O)CC1=O (stereo not drawn)	1%	i	5%	14%	-0.4	33	37%	-2%	-0.1%	1%
COc1cc2[nH]c3c(c2cc1OC)CCN1CCCC[C@@H]31	nt	i	17%	nt	-0.3	83	nt	1%	nt	-4%

Structures shown so far with a furan ring, fused or not:
SMILES	AID2073	Yfh1-depleted yeast	Large T inhibition	GPR55 antagonists	NTR1 ag	NTR1 ag cell count 20 µM	GPR35 antagonists	Dengue-2 NS5 capping	GPR55 activation	MgcRacGAP inhibition	others
COc1cc2c(cc1NC(=O)c1cncc(Br)c1)oc1ccccc12	22%	i	7%	4%	13	97	6%	1%	-0.3%	5%
CC(=O)c1ccc(NC(=O)CSc2nnc(-c3ccco3)o2)cc1	-1%	nt	11%	-5%	1.1	39	-13%	-9%	-0.2%	3%

The listing picks up with the 4 entries that preceded the break.
SMILES	AID2073	Yfh1-depleted yeast	Large T inhibition	GPR55 antagonists	NTR1 ag	NTR1 ag cell count 20 µM	GPR35 antagonists	Dengue-2 NS5 capping	GPR55 activation	MgcRacGAP inhibition	others
COc1ccc(S(=O)(=O)N2CCC(C(=O)NCCN3CCOCC3)CC2)cc1	-1%	nt	-4%	-6%	0.1	72	20%	-6%	-0.1%	-5%
CSc1ccc(S(=O)(=O)NCc2ccccc2C)cc1	0%	i	25%	20%	3.4	29	11%	-1%	-0.1%	12%
Cc1ccccc1N1CC(C(=O)O)CC1=O (stereo not drawn)	1%	i	5%	14%	-0.4	33	37%	-2%	-0.1%	1%
COc1cc2[nH]c3c(c2cc1OC)CCN1CCCC[C@@H]31	nt	i	17%	nt	-0.3	83	nt	1%	nt	-4%
CN(CC(=O)Nc1ccccc1Cl)C(=O)COC(=O)c1cc(S(=O)(=O)N(C)C)ccc1N1CCCC1	nt	nt	8%	nt	0.1	40	nt	1%	nt	0%
CCOC(=O)c1c(C)nc2c(c1-c1ccccc1)C(=O)CC(C)(C)C2	6%	i	10%	10%	-1.4	30	3%	-6%	-0.1%	8%
COc1cccc(Cn2cccc(NC(=O)Nc3cccc(C#N)c3)c2=O)c1	17%	i	12%	2%	4.4	53	1%	nt	0.8%	nt
COc1cc(/C=C/C(=O)O)cc(S(=O)(=O)Nc2ccc3nc(SC)sc3c2)c1OC	1%	i	21%	7%	0.8	61	6%	-1%	-0.4%	6%
COc1ccc(OCC(=O)Nn2c(-c3cccc(OC)c3)nc3ccccc3c2=O)cc1	2%	i	8%	-10%	0.7	52	13%	-4%	-0.2%	6%
Cc1nnc(Sc2cc(NCCO)c([N+](=O)[O-])c3nonc23)s1	-36%	i	74%	19%	nt	nt	-20%	1%	-0.8%	3%
CCOc1c(Cl)cc(CNCC(C)C)cc1OC	7%	i	5%	0%	-1.1	62	2%	-2%	-0.1%	-5%
CCOc1ccc(CC(=O)N2N=C(C)CC2(O)C(F)(F)F)cc1 (stereo not drawn)	2%	i	5%	7%	-1.2	50	10%	-1%	-0.4%	1%
O=C1CSC(=Nc2ccc(F)cc2)N1	4%	nt	5%	-8%	-0.4	64	2%	-11%	0.0%	4%
Cc1c(NS(=O)(=O)c2ccc(N=NN(C)C)cc2)c(=O)n(-c2ccccc2)n1C	5%	nt	5%	-2%	0.5	74	-17%	-7%	-0.1%	5%
Cc1ccc2c(c1)N(CC(=O)Nc1ccccc1F)C(=O)CO2	7%	nt	21%	4%	-0.3	75	-10%	-4%	0.2%	7%	Dengue-2 NS5 capping pilot replicate=-0.9
COc1ccc(/C=C/c2c(-c3ccc(OC)cc3)oc3ccc(-c4ccc(OC)cc4)cc23)cc1	23%	nt	16%	3%	-6.1	99	9%	8%	0.4%	-9%
COc1cc(NC(=O)COC(=O)CSc2cc(C)ccc2C)c(C)cc1[N+](=O)[O-]	-4%	i	6%	-11%	0.5	77	-16%	-7%	0.3%	5%
O=C/C(=C\Nc1ccc(Cl)cn1)c1nc2ccccc2o1	17%	i	5%	-10%	3.6	38	3%	9%	0.2%	4%
O=C(c1ccco1)N1N=C(c2ccc(Br)cc2)CC1(O)C(F)(F)F (stereo not drawn)	-5%	i	-1%	4%	4.0	42	-3%	nt	0.5%	4%
CC1CC(C)CN(c2ccc(C(=O)NCc3ccc4c(c3)OCO4)cc2[N+](=O)[O-])C1 (stereo not drawn)	1%	i	6%	6%	1.6	47	10%	-2%	-0.3%	7%
O=C1CNC(=O)/C(=C\c2ccccc2)N1	-5%	nt	-2%	-8%	-0.3	75	7%	-3%	0.0%	9%
O=C1C(=O)c2ccccc2C(O)=C1c1ccccc1F	-20%	i	5%	-3%	0.4	62	5%	5%	0.0%	8%
O=C(C/C=N/OCc1c(Cl)cccc1Cl)c1cnc(-c2ccccc2)s1	0%	i	18%	23%	0.1	79	-7%	-2%	0.1%	7%
Cc1cnn(-c2cc(N/N=C/c3ccccc3Cl)ncn2)c1	14%	i	-3%	-5%	1.3	49	2%	3%	-0.1%	10%
Nc1ccn([C@H]2CC[C@@H](CO)O2)c(=O)n1	4%&5%	i	3%&16%	-5%&-34%	0.9	64	-20%&-12%	4%	-0.5%&0.2%	7%
CCN(CC)S(=O)(=O)c1cc(NC(=O)CSc2nccn2C)ccc1C	-4%	i	8%	-2%	-1.0	60	7%	-1%	-0.5%	6%
COC(=O)C1=C(C)NC(=O)NC1C1CC=CCC1 (stereo not drawn)	6%	i	6%	-1%	-0.2	48	-8%	-1%	-0.1%	6%
CC(=O)c1ccc(NC(=O)C2C3C=CC(O3)C2C(=O)O)cc1 (stereo not drawn)	-6%	nt	-1%	-2%	0.3	100	10%	-10%	0.3%	7%
CC(Oc1ccccc1)C(=O)Nc1nnc(S(=O)(=O)N(C)c2ccccc2)s1 (stereo not drawn)	-5%	nt	9%	5%	0.3	53	-1%	-3%	-0.2%	9%
